# Bioassay records: PubChem BioAssay, National Center for Advancing Translational Sciences (NCATS)
# POLH inh: qHTS for Inhibitors of Polymerase Eta; recombinant Pol eta, fluorescent DNA replication assay; actives 1.2% (n = 390,000); AID 588591, 2011; Potency, µM (highest dose often 114 µM), for inactives: at the highest dose activity change, negative = inhibition, hits mostly inhibitors; DNA polymerase eta (Homo sapiens), Q9Y253; note: potency is the fitted concentration of half-maximal effect; % is set by controls: 0 for no effect and ±100 for the full control effect
#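 Pol eta (10 nM) was preincubated with compounds for 15 min at room temperature, after which fluorescent replication substrate (50 nM final) was added to start the reaction. Fluorescence was read kinetically at 0 and 10 min.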
# Tb PGK inh: qHTS Assay to Find Inhibitors of Phosphoglycerate Kinase; PGK/GAPDH coupled, Kinase-Glo luminescence, 60 min; Potency, µM (highest dose often 57.5 µM), for the others: at the highest dose activity change, negative = inhibition, hits mostly inhibitors; AID 602233, 2012; Phosphoglycerate kinase, glycosomal (Trypanosoma brucei brucei), P07378; actives 0.043% (n = 380,000); note: potency is the fitted concentration of half-maximal effect; % is set by controls: 0 for no effect and ±100 for the full control effect; nearly all actives have a fitted effect of over 60% in size
#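 Recombinant glycosomal PGK reaction used 1,3-bisphosphoglycerate generated in-well by GAPDH (100nM final) in 100mM TEA pH 7.6, 5mM MgCl2, 0.01% Tween-20. After 60 minutes at room temperature, ATP was read by Kinase-Glo Plus luminescence end-point.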
# G9a block: qHTS Assay for Inhibitors of Histone Lysine Methyltransferase G9a; Histone-lysine N-methyltransferase EHMT2 (Homo sapiens), Q96KQ7; G9a H3K9 monomethylation, AlphaScreen, 2 h; Potency, µM (top dose mostly 102 µM), without a hit: top-dose activity, negative = inhibition, actives largely listed as inhibitors; actives 8.8% (n = 350,000); note: potency is the fitted concentration of half-maximal effect; % is set by controls: 0 for no effect and ±100 for the full control effect; nearly all actives have a fitted effect of over 75% in size
#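 AlphaScreen read-out: biotin-H3K9 peptide (500 nM) methylation by 20 nM enzyme with 20 uM SAM, 2 h at room temperature after 15 min compound preincubation; anti-monomethyl H3K9 antibody plus donor/acceptor beads, 10 min dark.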
# GLS inhibitor: qHTS for Inhibitors of Glutaminase (GLS) | Glutaminase kidney isoform, mitochondrial (Homo sapiens), O94925 | GLS enzymatic activity, qHTS titration | Potency, µM (top dose mostly 45.5 µM), inactives show at the highest dose activity change, negative = inhibition, most hits filed as inhibitors | actives 0.21% (n = 410,000); note: potency is the fitted concentration of half-maximal effect; % is set by controls: 0 for no effect and ±100 for the full control effect
#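 hKGA; 45 mM KH2PO4 pH 8.2 + 0.02% Tween-20; cpd via pin tool; 1 mM Gln soln; GluOx/HRP/Amplex Red; RT 30 min; fluor. t0 & final.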
# BAZ2B block: qHTS Assay for Inhibitors of BAZ2B. Bromodomain adjacent to zinc finger domain protein 2B (Homo sapiens), Q9UIF8. AlphaScreen BAZ2B-H3K14Ac peptide displacement. Potency, µM (series often up to 114 µM), without a hit: top-dose activity change, negative = inhibition, hits mostly inhibitors. actives 4.4% (n = 360,000); note: potency is the fitted concentration of half-maximal effect; % is set by controls: 0 for no effect and ±100 for the full control effect; nearly all actives have a fitted effect of over 60% in size
#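 Protein-peptide AlphaScreen: BAZ2B 50 nM, b-H3K14Ac 50 nM, 1x PBS pH 7.4 + 0.01% Tween-20. Preincubation 30 min RT; cpd 30 min RT (top 110 uM); beads 20 min RT, light-protected.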
# Pin1 inh: qHTS Assay to Find Inhibitors of Pin1 | Potency, µM (series often up to 115 µM), for the others: at the top dose activity, negative = inhibition, actives largely listed as inhibitors | actives 0.009% (n = 390,000) | Pin1 FP peptide displacement, HiFluor488, 10 min | AID 504891, 2011 | Peptidyl-prolyl cis-trans isomerase NIMA-interacting 1 (Homo sapiens), Q13526; active = well fitted inhibition curve with a large enough effect in the polarisation, with a control signal flat, not every such curve was filed as active; inconclusive = small, poorly fitted or top-dose-only effect, or effect the other way, or a change in a side signal; inactive = no such curve, though single readings can be large or run the other way; the % refers to the polarisation; note: potency is the fitted concentration of half-maximal effect; % is set by controls: 0 for no effect and ±100 for the full control effect
# PI4K2A inh: qHTS for small molecular inhibitors of PI4K2A; Phosphatidylinositol 4-kinase type 2-alpha (Homo sapiens), Q9BTU6; purified PI4K2A, ADP-Glo luminescence, 1 h; stronger effect = lower value; activity change, negative = inhibition, % at 76.9 µM; actives 0.13% (n = 420,000); AID 1346378, 2018; in the data active = activity change below about -50%; inconclusive = mostly about -30% to -49%;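 note: -100% = wells without enzyme as full effect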
#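 ADP-Glo luminescence measured ADP generated by PI4K2A enzyme (4 ug/mL before mixing) with 1.2 mM PI substrate (pre-mix) and 300 microM ATP (pre-mix). Tris pH7.5 buffer with MgCl2, Triton X-100; 1 h reaction at ambient temperature.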
# JMJD2A Tudor: qHTS Assay for Inhibitors of JMJD2A-Tudor Domain; Potency, µM (doses to about 114 µM), for the others: top-dose activity change, negative = inhibition, actives largely listed as inhibitors; actives 4.4% (n = 390,000); AlphaScreen JMJD2A-Tudor / H3K4me3 peptide binding; note: potency is the fitted concentration of half-maximal effect; % is set by controls: 0 for no effect and ±100 for the full control effect; nearly all actives have a fitted effect of over 50% in size
# HP1b binding inh: HTS for Inhibitors of HP1-beta Chromodomain Interactions with Methylated Histone Tails. Potency, µM (highest dose often 114 µM), for the others: at the top dose activity change, negative = inhibition, most hits filed as inhibitors. AlphaScreen HP1-beta / biotin-H3K9me3 peptide binding. actives 0.56% (n = 390,000). Chromobox protein homolog 1 (Homo sapiens), P83916; note: potency is the fitted concentration of half-maximal effect; nearly all actives have a fitted effect of over 70% in size; inactives centre near 23
#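 Compound inhibition of the preformed complex between 50 nM HP1-beta and 50 nM biotinylated H3K9me3 peptide was read by AlphaScreen. Buffer was PBS pH 7.4 with 0.01% Tween-20. Incubations ran 30 min at room temperature, with 10 ug/mL donor/acceptor beads.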
# * marks the source's active call; other numbers are inactive results; i = inactive; ? = inconclusive; · = not tested or not shown; [ ] = remark or other dose. Unless noted, calls come from the whole dose curve; as a rule, active = well fitted curve in the direction sought with a large enough effect; inconclusive = small, poorly fitted or top-dose-only effect, or another doubt; inactive = no such curve, though single readings can be large; an effect the other way counts as inactive or inconclusive. Only part of the results is shown (hit frequency here may not be typical).
SMILES,POLH inh,Tb PGK inh,G9a block,GLS inhibitor,BAZ2B block,Pin1 inh,PI4K2A inh,JMJD2A Tudor,HP1b binding inh
CNCc1c(C)nn(-c2ccccc2)c1C,-6%,-12%,31%[activator],-6%,4%,8%,2,-19%,23%
CCOC(=O)N/N=C(\C)c1ccc(-n2cnnn2)cc1,-8%,i,5%,-10%,-16%,-1%,2,-21%[57.1 µM],31%
Cc1nc(-c2ccc(S(=O)(=O)N3CCCN(CCc4ccccc4)CC3)s2)cs1,-16%,-2%,50µM*,-7%,56µM*,4%,2,?,-8%
Cc1cc(C(=O)OCn2nnc3ccccc3c2=O)c(C)n1-c1ccccc1,-23%,-5%,-4%[59 µM],-11%,-4%,13%,1,-26%,-3%
COC(=O)Cc1c(C)c2ccc(OCC(=O)N3CCCC(C)C3)c(C)c2oc1=O (stereo not given),-17%,-2%,30%,-8%,-13%,-4%,2,-20%,24%
CC(=O)Nc1cccc(NC(=O)CSc2ccc(-c3sc(-c4ccccc4)nc3C)nn2)c1,-19%,i,5%[59 µM],9%,1%,19%,1,-8%,33%
CCC(=O)N1CCN(c2ccccc2NC(=S)NC(=O)c2ccco2)CC1,-12%,-1%,?,20%,-34%,1%,-6,-33%,?
O=C(NC(=S)NCCN1CCOCC1)c1ccc(Cl)cc1,-10%,-3%,?,10%,-32%,0%,-21,-13%,31%
Cc1cc(C)c(S(=O)(=O)N2CCC3(CC2)OCCN3S(=O)(=O)c2cccs2)c(C)c1,-18%,i,-38%,0%,-7%,9%,1,-3%,27%
Cc1[nH]n(-c2ccccc2)c(=O)c1N=Nc1ccc(C(=O)O)cc1,-18%,4%,79µM*,19%,-38%,-7%,5,?,4%
Cc1cc(O)c(C(c2cccc(F)c2)N2CCN(c3ccccc3)CC2)c(=O)n1Cc1ccco1 (stereo not given),-19%,-8%,?,32%[activator],-39%,-3%,0,?,15%[57 µM]
O=C(Cn1c(=O)n(Cc2ccccc2)c(=O)c2sc3ccccc3c21)Nc1ccccc1F,4%,-6%,7%[59 µM],-9%,2%,-8%,-1,1%,39%[activator]
Cc1ccc(-c2nnc(-c3ccccc3)c(N3CCOCC3)n2)cc1,-20%,-6%,-2%[12.7 µM],-6%,?,5%,-2,-16%,13%
O=C(NCCN1CCCCCC1)C1CCCN1S(=O)(=O)c1cccc2nsnc12 (stereo not given),-12%,6%,3%,-5%,-25%,-4%,-4,-3%,38%
COC(=O)C1=C(N)Oc2c(oc(CO)cc2=O)C1c1ccccc1F (stereo not given),-16%,25%,58%[activator][59 µM],0%,-25%,3%,0,1%,19%
CC(=O)Nc1ccc(C(C#N)=Cc2ccc(N(C)CCC#N)cc2)cc1,-11%,i,·,-4%,·,·,10,·,·
CCCCNC(=O)CCCCC(=O)N/N=C/c1cccc(Cl)c1,?,i,25%[59 µM],-11%,17%,-1%,-1,0%,37%
C[C@H](CO)N1C[C@H](C)[C@@H](CN(C)Cc2ccc3c(c2)OCO3)Oc2c(NC(=O)Cc3ccccc3)cccc2C1=O,-27%,-2%,·,6%,·,0%,0,-29%,19%
O=C(NC1CCCCCCC1)c1cc(COc2ccc3ncccc3c2)on1,-19%,-7%,-27%,-1%,-7%,3%,0,-6%,24%
CC(c1nnc(SCC(=O)Nc2cccnc2Cl)n1-c1ccccc1)N(C)C (stereo not given),-1%,3%,21%[59 µM],32%,-5%,3%,2,1%,26%
CC(=O)c1sc(NC(=O)c2c(F)cccc2F)nc1C,1%,-9%,-25%[59 µM],5%,?,-6%,3,-18%,21%
Cc1ccc(-n2ccc(=O)c(C(=O)Nc3ccc(S(=O)(=O)Nc4onc(C)c4C)cc3)n2)cc1,-21%,-1%,·,8%,-35%,?,-3,-25%,19%
CCc1nnc(NC(=O)C2Cc3ccccc3CN2S(=O)(=O)c2c(C)c(C)cc(C)c2C)s1 (stereo not given),-15%,-2%,?,-3%,-25%,36%[activator],1,-29%,10%
Cc1ccc2[nH]c(=O)c(CN(CCCN(C)C)C(=O)Nc3cccc(Cl)c3)cc2c1,-9%,-6%,10%[59 µM],2%,-16%,2%,-5,-20%,-7%
COc1cccc(OC)c1C(=O)Nc1nc2ccc(S(C)(=O)=O)cc2s1,-8%,-3%,10%[2.33 µM],-6%,3%,1%,-2,-10%,27%
SMILES,POLH inh,Tb PGK inh,G9a block,GLS inhibitor,BAZ2B block,Pin1 inh,PI4K2A inh,JMJD2A Tudor,HP1b binding inh
Cn1c(C(=O)Nc2ccc3c(c2)OCCO3)cc2c(=O)n(C)c3ccccc3c21,-17%,-3%,?,4%,3%,26%,-2,-19%,36%
Cc1cccc(NC(=O)CCS(=O)(=O)c2ccc(Cl)cc2)c1,-1%,i,16%,1%,-14%,-7%,6,-9%,27%
C/C=C/c1ccc(OCC(=O)N(C)CC(=O)Nc2ccc(F)cc2)c(OC)c1,-15%,4%,-28%,20%,3%,1%,1,-16%,1%
Cc1cccn2c(=O)c3cc(C(=O)NCCN4CCOCC4)c(=N)n(CCCN4CCOCC4)c3nc12,-15%,-1%,50µM*,-20%,-25%,-6%,-11,-28%,?
O=C(CSc1nnc2ccccn12)c1ccc(OC(F)F)cc1OC(F)F,-13%,7%,-11%[59 µM],-8%,·,-3%,5,-24%,9%
CN(NS(C)(=O)=O)c1c(C#N)c(C(F)(F)F)nn1C,-4%,i,1%,36%[activator],-14%,-2%,1,2%,16%
C/C=N/NC(=O)c1cc(Br)ccc1O,-13%,i,7%,13%,6%,0%,-6,-9%,37%
N#CN/C(=N\S(=O)(=O)c1ccccc1)c1ccccc1,-13%,i,15%,1%,-12%,-6%,-4,-14%,42%[activator]
COc1ccc(NS(=O)(=O)c2cccc3nsnc23)cc1Cl,-20%,-5%,-30%,7%,-31%,-7%,1,-5%,-1%
COc1ccc(/C=C/C(=O)OCC(=O)Nc2ccc3[nH]c(=O)[nH]c3c2)cc1OC,-17%,-8%,-50%,-1%,-19%,29%,-5,-10%,22%
O=c1[nH]c2cc(F)ccc2c2ccc(F)cc12,20µM*,-3%,·,-15%,·,11%,-8,-32%,18%
COc1ccc(C2CC(=O)Oc3c(C(C)C)ccc(C)c32)cc1 (stereo not given),-14%,8%,58%[activator],-1%,·,?,1,17%,56%[activator]
O=C(OCC(=O)N1N=C(c2ccc(Cl)cc2)CC1c1ccco1)c1ccccc1O (stereo not given),-10%,1%,18µM*,2%,-2%,19%,-5,-20%,56%[activator]
CCCN1CCC(=O)N([C@H](CSc2ccccc2)c2ccccc2)CC1,-8%,0%,?,-5%,-36%,-4%,6,-22%,23%
COc1cccc(-c2nnc(SCCOc3ccc4c(C)cc(=O)oc4c3)o2)c1,?,i,-11%[59 µM],-16%,7%,0%,9,4%,25%
Cc1cccc(C(=O)OCC(=O)NCc2cccs2)c1,1%,2%,11%,4%,3%,-5%,3,-9%,19%
CCCOc1ccc(/C=C/C(=O)NC2CCCCC2)cc1OC,-4%,7%,54%[activator],-1%,5%,-16%,2,-11%,41%[activator]
Cc1ccccc1OCC(=O)OCC(=O)NC1CCCC(C)C1C (stereo not given),1%,0%,·,0%,·,·,3,·,·
CCCCNC(=O)C1(O)c2ccccc2NC(=O)N1c1ccc(Cl)cc1 (stereo not given),-8%,-1%,4%[0.501 µM],-11%,0%,-4%,0,-14%,17%
CCOc1ccc(CNC(=O)C2CCCN(c3nn4cc(-c5ccc(F)cc5)nc4s3)C2)cc1 (stereo not given),-1%,-10%,-25%[59 µM],2%,-2%,7%,-1,-27%,13%
O=C1C=C(NCC2CCCO2)CC(c2ccccc2)C1 (stereo not given),-4%,10%,-5%[59 µM],8%,27%,0%,-1,-7%,32%
O=C(NCc1ccccn1)C1CCC(=O)N1C1CCCCC1 (stereo not given),-2%,-3%,-13%,4%,0%,-4%,-3,-8%,46%[activator]
O=C(NNC(=O)C12CC3CC(CC(C3)C1)C2)c1cccc([N+](=O)[O-])c1,-20%,-1%,8%,7%,0%,0%,0,-13%,23%
Cc1cc(/C=N/NC(=O)CC#N)c(C)n1-c1ccc([N+](=O)[O-])cc1,-18%,-10%,-11%[59 µM],-13%,?,3%,2,?,?
COc1ccc(C(CC(=O)Nc2nccs2)n2cccc2)cc1 (stereo not given),0%,-4%,-6%[59 µM],6%,-30%,6%,0,-32%,25%
Cc1c(C(=O)NCCSCc2c(Cl)cccc2Cl)cccc1[N+](=O)[O-],-15%,7%,-12%[59 µM],-2%,-23%,-2%,3,-34%,2%
O=C(O)C1CC=C(Cl)CC1C(=O)NCc1ccccc1 (stereo not given),-13%,-5%,-1%[59 µM],1%,0%,3%,4,-5%,28%

# Compound profiles (already shown). Screens in order: POLH inh	Tb PGK inh	G9a block	GLS inhibitor	BAZ2B block	Pin1 inh	PI4K2A inh	JMJD2A Tudor	HP1b binding inh
# Entry for O=C(NCc1ccccn1)C1CCC(=O)N1C1CCCCC1 (stereo not given) : -2%	-3%	-13%	4%	0%	-4%	-3	-8%	46%[activator]
# Entry for Cn1c(C(=O)Nc2ccc3c(c2)OCCO3)cc2c(=O)n(C)c3ccccc3c21 : -17%	-3%	?	4%	3%	26%	-2	-19%	36%
